Source: PubChem BioAssay (The Scripps Research Institute Molecular Screening Center)
M1 ag parental = M1 agonist counterscreen hit in parental CHO-K1 cells. Fluo-8 calcium fluorescence; scaled to maximal ATP response, vehicle zero. activation, % at 3 µM. 360,000 compounds, 0.48% hits. AID 602248; in the data active means activation above about 15%;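 further: untransfected CHO-K1 host cells lacking M1 receptor as counterscreen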
CHO-K1 Ca antag = nonselective inhibitor or artifact in parental CHO-K1 cells. 360,000 compounds, 0.6% hits. ATP-induced calcium, Fluo-8 fluorescence. inhibition, % at 3 µM;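 active means inhibition above a per-plate cutoff, the plate's mean sample inhibition plus 3 SD, cut at about 24% in these data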;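 further: 0% = DMSO plus EC80 ATP and 100% = DMSO alone without ATP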
V1R ag counter = counter-screen for oxytocin receptor agonists: human V1a receptor agonists. P37288. CHO-V1R cells, Fluo-8 calcium fluorescence, agonist mode; 0% DMSO, 100% 3 nM vasopressin. activation, % at 3 µM. 320,000 compounds, 0.25% hits. AID 2797;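 active means activation above the mean activation of all tested compounds plus 3 SD, per screening run, cut at about 20% in these data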;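 further: signal is peak over basal fluorescence ratio across a 100 second FLIPR read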
Target sequence (P37288 whole entry, looked up): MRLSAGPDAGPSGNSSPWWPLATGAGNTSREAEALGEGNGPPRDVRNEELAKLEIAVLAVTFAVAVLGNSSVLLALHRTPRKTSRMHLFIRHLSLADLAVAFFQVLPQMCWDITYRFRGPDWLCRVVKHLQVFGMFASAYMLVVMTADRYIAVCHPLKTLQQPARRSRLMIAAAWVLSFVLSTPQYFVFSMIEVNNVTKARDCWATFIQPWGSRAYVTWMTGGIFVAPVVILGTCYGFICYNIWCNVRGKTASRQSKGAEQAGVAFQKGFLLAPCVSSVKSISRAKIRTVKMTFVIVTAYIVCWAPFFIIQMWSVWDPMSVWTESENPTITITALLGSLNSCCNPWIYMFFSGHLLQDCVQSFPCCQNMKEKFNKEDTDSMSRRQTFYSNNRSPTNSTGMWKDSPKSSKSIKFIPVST
GPR7 antag = human neuropeptides B/W receptor 1 antagonism; P48145; GPR7-expressing cells, fluorescence antagonist assay; inhibition, % at 4.4 µM; 290,000 compounds, 1.1% hits; AID 1861; in the data active means inhibition above about 16%, passing the limit was not always enough;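 further: cells stimulated with the agonist NPW; 0% = agonist with vehicle and 100% = vehicle without agonist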
Target sequence (P48145 whole entry, looked up): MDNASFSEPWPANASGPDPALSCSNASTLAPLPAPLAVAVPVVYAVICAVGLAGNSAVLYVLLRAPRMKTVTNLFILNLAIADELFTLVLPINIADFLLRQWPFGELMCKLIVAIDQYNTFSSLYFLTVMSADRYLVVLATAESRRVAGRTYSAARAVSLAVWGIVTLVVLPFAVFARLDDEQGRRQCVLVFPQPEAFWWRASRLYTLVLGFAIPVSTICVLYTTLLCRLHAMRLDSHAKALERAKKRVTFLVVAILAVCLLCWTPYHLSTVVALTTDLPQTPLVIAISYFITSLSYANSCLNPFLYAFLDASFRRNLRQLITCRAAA
CHO parental Ca = counter-screen for OX1R antagonists: effect in parental CHO cells | 330,000 compounds, 0.63% hits | inhibition, % at 5.6 µM | parental CHO-K1, ATP-induced calcium, Fluo-8 fluorescence;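 active means inhibition above that plate's mean sample inhibition plus 3 SD, cut at about 26% in these data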;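 further: 0% = ATP-challenged DMSO wells and 100% = DMSO wells without ATP; some compounds past the cut are filed as inactive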
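material = parental CHO cells | also added = ATP as calcium-mobilizing challenge | dosing = single point at 5.6 µM | detection = intracellular calcium via Fluo-8 no-wash fluorescent dye | read-out = % inhibition | benchmarks = low control ATP plus DMSO, high control DMSO only | repeats = one well per compound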
TAAR1 antag = human TAAR1 antagonism; Q96RJ0; CHO RD-HGA16 TAAR1, Fluo-8 calcium fluorescence, antagonist; 360,000 compounds, 1.5% hits; inhibition, % at 3 µM;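 active means inhibition above a per-plate cutoff, the mean inhibition of test compounds on that plate plus 3 SD, cut at about 49% in these data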;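 further: 0% = DMSO plus EC80 beta-PEA response and 100% = DMSO alone without agonist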
Target sequence (Q96RJ0 whole entry, looked up): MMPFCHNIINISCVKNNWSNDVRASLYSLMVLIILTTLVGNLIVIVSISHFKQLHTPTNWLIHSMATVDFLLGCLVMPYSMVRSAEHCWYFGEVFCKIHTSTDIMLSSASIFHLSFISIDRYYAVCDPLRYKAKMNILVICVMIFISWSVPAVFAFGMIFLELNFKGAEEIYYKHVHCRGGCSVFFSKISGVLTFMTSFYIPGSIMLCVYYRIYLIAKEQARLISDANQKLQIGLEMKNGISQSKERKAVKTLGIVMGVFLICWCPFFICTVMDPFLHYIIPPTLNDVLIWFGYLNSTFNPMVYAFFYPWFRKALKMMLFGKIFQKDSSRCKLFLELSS
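System: CHO RD-HGA16 cells bearing hTAAR1. Reagent: EC80 β-phenethylamine stimulus. Schedule: seeding 17-24 h prior, 75-min 37 °C, 30-min RT dye loading. Signal: Fluo-8 intracellular calcium dye fluorescence, real-time kinetic reads. Read-out: % inhibition from peak post-agonist over basal fluorescence ratio. Benchmarks: vehicle wells and EC80 agonist wells. Replicates: n of 1.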
OXTR potentiator = human OXTR potentiation. CHO-OTR cells, Fluo-8 calcium fluorescence, potentiator mode; 0% = oxytocin EC15, 100% = EC100. AID 2445. P30559. activation, % at 3 µM. 320,000 compounds, 0.061% hits;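 active means activation above that plate's cutoff, the mean activation of tested compounds plus 3 SD, cut at about 6.6% in these data, passing the limit was not always enough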;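 further: 100% uses oxytocin at 75 nM as the full agonist control; some results filed as inactive read as strong as hits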
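Replication – single well per compound, singlicate · Assay system – CHO cell line stably expressing human OTR · Timing – 6 min pre-incubation, 100 s read · Measure – normalized max/min fluorescence ratio, % activation · Doses – 3.0 µM, one dose · Detection – Fluo-8 calcium dye fluorescence · Probe or stimulus – oxytocin near EC15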
OXTR agonist = human OXTR agonism | 320,000 compounds, 0.32% hits | P30559 | activation, % at 3 µM | CHO-OTR cells, Fluo-8 calcium fluorescence; normalized: DMSO 0%, oxytocin 100%;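 active means activation above the mean of all tested compounds plus 3 SD, cutoff set per screening run, cut at about 20% in these data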;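 further: peak over basal fluorescence ratio from a 100 s FLIPR kinetic read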
M1 PAM parental = M1 PAM counterscreen hit in parental CHO-K1 cells. ATP EC20, Fluo-8 calcium fluorescence; 0% at ATP EC20, 100% at ATP max. activation, % at 3 µM. 360,000 compounds, 0.02% hits;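 active means activation above the run cutoff, the mean activation of all test compounds plus 3 SD, cut at about 40% in these data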;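 further: peak over basal fluorescence ratio in a 140 s read after ATP addition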
* hit, by the source's call; . = no result given. Random draw from the library; 3.5% or so of the library scored in one or more.

structure	M1 PAM parental	GPR7 antag	CHO-K1 Ca antag	OXTR potentiator	TAAR1 antag	V1R ag counter	CHO parental Ca	M1 ag parental	OXTR agonist
CCc1cc(=O)oc2cc(C)cc(OC(C)C(=O)NCCCN3CCCC3=O)c12 (stereo unspecified)	11.9	-9.1	-10.0	-4.3	1.0	-0.5	-16.2	2.7	1.0
CS(=O)(=O)c1cc([N+](=O)[O-])c(Sc2nc3ccccc3[nH]2)c([N+](=O)[O-])c1	6.7	-15.2	5.8	-2.5	9.1	1.1	31.5*	1.1	0.2
CC(C)Oc1ccc(CC(=O)NNC(=S)Nc2ccc(Br)cc2)cc1	15.8	-4.2	-8.9	-6.9	-17.3	2.1	-18.1	2.9	0.6
CCOc1ccc(-n2nnnc2SCC(=O)c2ccccc2)cc1	10.3	3.2	0.6	-22.4	-10.5	1.0	-11.9	0.1	-1.4
Cc1ccc2[nH]c(O)c(N=NC(=O)C(C)n3cnc4ccccc4c3=O)c2c1 (stereo unspecified)	-3.1	-6.2	5.0	-6.1	-17.8	-1.1	-36.2	0.2	-2.9
C=CCN1C(=O)CN=C1Nc1ccc(F)cc1	-8.8	-11.9	19.9	-13.9	-13.9	5.7	5.3	-0.7	0.8
COC(=O)C1CN(C(=O)COc2cc(C)cc(C)c2)c2ccccc2O1 (stereo unspecified)	3.6	17.6	-0.4	-3.9	-12.8	-2.1	-8.6	0.9	-1.0
CCn1c2ccccc2c2cc(NC(=O)CSc3nnc(-c4cccc(Cl)c4)o3)ccc21	24.2	5.7	-12.7	-3.3	-15.3	0.1	-11.8	0.5	-1.9
Cc1ccsc1C(=O)N/N=C/c1ccc2c(c1)OCO2	-3.9	-3.4	9.2	-2.6	-3.4	0.3	-5.2	-0.2	-1.0
CCOc1ccc([C@@H]2CC=C(C(=O)O)CN2S(=O)(=O)c2ccc(C)cc2)cc1	17.1	.	-13.4	-13.4	0.2	-0.6	-10.6	1.5	-0.5
Cc1ccc(OCC(=O)c2cc(C)n(Cc3ccco3)c2C)c([N+](=O)[O-])n1	6.7	-3.0	-3.8	-9.2	-7.5	7.2	-5.9	10.7	8.4
O=C(COC(=O)CNC(=O)c1ccc(Cl)cc1Cl)Nc1cccc(S(=O)(=O)N2CCCC2)c1	-13.9	.	1.4	-21.1	-14.2	5.8	-5.4	3.0	5.9
CCN(CC)S(=O)(=O)c1ccc(NC(=O)c2cc(-c3cccs3)nc3ccccc23)cc1	15.2	-7.6	1.2	-5.6	59.9*	2.7	-11.7	2.3	0.4
COc1ccc(CC(=O)NCc2nnc(SCCOc3ccccc3)n2C)cc1	10.2	5.8	-3.7	-8.9	0.3	0.0	-12.2	0.1	-0.5
CCOC(=O)C1=C(CS(=O)(=O)c2ccccc2)NC(=O)NC1c1ccc(OC)c(OC)c1 (stereo unspecified)	15.1	5.2	-15.5	-4.1	4.9	-0.3	-18.3	0.8	-0.4
CCOC(=O)c1c(NC(=O)CC)sc(C(=O)NC2CCCC2)c1C	5.2	-0.8	-1.3	-6.4	-11.0	0.7	-0.8	0.4	-0.4
Cc1ccc(N(C(=O)c2snc(C(N)=O)c2N)C(C(=O)NC2CCCC2)c2ccco2)cc1 (stereo unspecified)	-6.4	-20.9	1.8	.	30.6	.	.	2.4	.
CC(C)(O)C1=C[N+](=O)CC=C1	-10.8	.	-8.6	.	2.4	.	.	0.1	.
O=C(CNC(=O)c1ccncc1)N/N=C/c1cc(Br)ccc1OCc1ccccc1	-5.1	-8.8	-8.7	-14.1	28.4	0.4	-18.1	1.8	-0.2
Cc1nnc(SCC(=O)NCCC2=CCCCC2)[nH]c1=O	-5.8	.	-16.0	1.0	69.1*	1.2	-11.6	1.3	1.9

Further entries.
structure	M1 PAM parental	GPR7 antag	CHO-K1 Ca antag	OXTR potentiator	TAAR1 antag	V1R ag counter	CHO parental Ca	M1 ag parental	OXTR agonist
O=C(CN1C(=O)NC2(CCCC2)C1=O)NCCc1ccc(Cl)cc1Cl	-3.8	.	-3.3	-0.4	-9.4	0.6	-11.6	-0.1	0.0
CCOC(=O)C(=CNc1cc(C)ccc1C)C(=O)OCC	8.8	-2.5	-2.6	-0.8	-36.8	-1.5	-9.2	0.0	-1.9
CCOC(=O)c1cnc2c(ccc3ccccc32)c1NCCN(C)C	-6.1	-3.5	4.8	-2.1	8.9	1.2	-5.8	-0.1	2.0
CCCC1NC(=O)c2cccnc2-n2c1nc1ccc(Br)cc1c2=O (stereo unspecified)	11.2	.	-4.5	.	-11.3	.	.	-0.6	.
Cc1ccc(S(=O)(=O)NC(C)C(=O)N2CCOCCOCCOCC2)cc1 (stereo unspecified)	17.9	-1.7	-16.4	7.4	6.1	0.3	-5.3	1.6	0.7
CCn1cc(/C=N/NS(=O)(=O)c2ccc(C)cc2)c(C)n1	15.4	-2.3	-10.4	-9.3	-3.7	1.1	0.4	0.1	0.7
Cc1cc(C)cc(NS(=O)(=O)c2c(C(=O)N3CCCCCC3)c(C)n(C)c2C)c1	24.2	-1.7	1.9	-13.4	-27.8	-0.5	-21.1	0.3	0.1
CCc1ccc(N2CC(C(=O)Nc3cccc(C(=O)NC4CC4)c3)CC2=O)cc1 (stereo unspecified)	17.4	.	-14.0	-7.0	-8.5	0.1	-24.1	-0.3	-2.0
COc1ccc(NC(=O)C2Cc3c(-c4ccc5c(c4)OCO5)ccnc3O2)cn1 (stereo unspecified)	-2.7	.	4.4	.	-0.6	.	.	0.9	.
O=C(COc1ccc2ccc(=O)oc2c1)N1CCc2ccccc21	4.0	1.2	-11.8	-4.4	17.6	1.1	-8.9	1.5	-1.3
Cc1ccc([N+](=O)[O-])c(-c2n[nH]c(=S)n2-c2cccc(Cl)c2)c1	-5.2	-3.4	4.7	3.4	-11.3	0.4	-19.2	0.8	-1.7
Cc1nn(Cc2cccc(C(=O)NC3CCCCC3)c2)c(C)c1Cl	22.9	-0.1	-5.5	-7.3	10.3	2.2	-38.2	3.0	-2.8
Cc1ccc(NN=C2c3ccccc3-c3ccccc32)cc1	24.7	7.5	-14.8	-0.5	-2.2	-0.6	-25.6	-0.2	-0.7
Cc1c(C(=O)OCc2ccccc2)[nH]c2c1C(=O)CC(c1ccco1)C2 (stereo unspecified)	2.6	9.4	2.8	-6.8	.	-0.7	-16.0	0.4	-2.0
OCCOc1ccc(C2=NCCO2)cc1	11.1	6.0	-5.3	-9.0	-2.7	-0.6	-1.0	1.8	0.3
COc1ccc(-c2cc(CNS(=O)(=O)c3cc(OC)ccc3OC)on2)cc1	-0.8	-9.0	-3.6	-4.1	-6.7	1.7	7.7	1.9	-0.8
CCCOc1ccc(OCCCCNC(C)CC)cc1 (stereo unspecified)	-4.1	12.0	15.0	-20.2	-8.9	-0.2	-21.4	0.1	-0.4
CON(C)C(=O)CCN(Cc1ccccc1)C(=O)OC(C)(C)C	-7.1	.	-9.2	2.7	-5.9	-0.1	-16.6	-0.5	-1.1
O=C(CCN1C(=O)c2ccccc2C1=O)N1CCN(c2ccccn2)CC1	-11.9	5.8	-26.9	-4.5	9.2	-0.2	2.6	1.3	0.9
Cc1ccc(O)c(NC(=O)CSc2n[nH]c(C)c2[N+](=O)[O-])c1	1.3	-0.4	11.9	-35.2	46.3	14.2	20.1	13.5	7.2

More structures
structure	M1 PAM parental	GPR7 antag	CHO-K1 Ca antag	OXTR potentiator	TAAR1 antag	V1R ag counter	CHO parental Ca	M1 ag parental	OXTR agonist
S=c1[nH]nc(C2CCCCC2)n1/N=C/C=C/c1ccccc1	12.2	-21.8	16.1	-8.2	0.4	-0.8	-6.3	-0.2	-1.6
Cc1ccccc1S(=O)(=O)N(C)C[C@H]1OCc2cnnn2CCCC(=O)N([C@@H](C)CO)C[C@H]1C	19.5	.	-8.3	.	-7.3	.	.	0.1	.
CC(C)c1ccc(OCC(=O)NC2CCCC2)cc1	1.7	6.9	-2.0	-7.3	-22.9	0.3	-10.4	-0.3	-1.0
COc1ccc(S(=O)(=O)Nc2ccc(N3CCOCC3)cc2)cc1[N+](=O)[O-]	24.8	9.7	0.8	-9.9	-7.0	1.5	-1.9	4.0	1.6
CCn1c(CC(=O)Nc2ccc(F)cc2)nnc1SCC(=O)NC1CCCC1	10.8	-3.4	-3.7	-1.3	2.2	-0.3	6.2	0.0	0.1
C#CCOCCOCCOCCNc1nc(N2CCN(C(=O)[C@H](CCCN=C(N)N)n3cc(C(N)[C@@H](C)CC)nn3)CC2)nc(N2CCN(C(=O)[C@H](CC(N)=O)n3cc([C@@H](N)C(C)C)nn3)CC2)n1 (stereo partly specified)	10.4	.	-7.7	0.8	0.6	1.2	17.8	1.1	0.9
C[C@H](CO)N1C[C@H](C)[C@@H](CN(C)S(=O)(=O)c2cccs2)Oc2c(NC(=O)C3CCCCC3)cccc2C1=O	-5.6	.	-8.0	3.7	14.2	0.0	-18.1	-0.6	-0.5
COC(=O)c1ccc(CN2CCCC(CNC(=O)Cc3ccc(OC)cc3)C2)cc1 (stereo unspecified)	6.2	-0.7	-12.9	-3.3	-11.9	0.1	-16.3	0.8	-0.4
O=C(Nc1cc(C(F)(F)F)ccc1Cl)C(NCc1ccccc1)c1ccccc1 (stereo unspecified)	12.9	5.5	-11.3	-8.8	7.1	0.5	-25.0	0.2	-1.9
COc1cc2c(cc1OC)[C@@H](NC(=O)CCc1ccccc1)[C@H](O)C2	-6.6	.	-8.8	.	-12.2	.	-7.0	-0.1	.
CCC(CO)Oc1cc(NC(=O)c2cccc([N+](=O)[O-])c2)c2ncn(C(C)C)c2c1 (stereo unspecified)	3.1	.	-6.8	3.0	19.3	-0.1	-15.5	-0.5	-0.8
Cc1cc(/C=N/N2CCN(C)CC2)c(C)n1-c1ccc(Cl)cc1	19.7	-15.5	-13.5	-5.7	0.2	-0.9	-14.8	0.5	-0.3

Individual results from the entries so far.
Result for `Cc1ccc2[nH]c(O)c(N=NC(=O)C(C)n3cnc4ccccc4c3=O)c2c1` (stereo unspecified) in OXTR agonist: -2.9
Result for `S=c1[nH]nc(C2CCCCC2)n1/N=C/C=C/c1ccccc1` in GPR7 antag: -21.8

Compound profiles (already shown). Screens in order: M1 PAM parental | GPR7 antag | CHO-K1 Ca antag | OXTR potentiator | TAAR1 antag | V1R ag counter | CHO parental Ca | M1 ag parental | OXTR agonist
C[C@H](CO)N1C[C@H](C)[C@@H](CN(C)S(=O)(=O)c2cccs2)Oc2c(NC(=O)C3CCCCC3)cccc2C1=O in the list: -5.6 | . | -8.0 | 3.7 | 14.2 | 0.0 | -18.1 | -0.6 | -0.5
Cc1cc(/C=N/N2CCN(C)CC2)c(C)n1-c1ccc(Cl)cc1 in the list: 19.7 | -15.5 | -13.5 | -5.7 | 0.2 | -0.9 | -14.8 | 0.5 | -0.3
COC(=O)c1ccc(CN2CCCC(CNC(=O)Cc3ccc(OC)cc3)C2)cc1 (stereo unspecified) in the list: 6.2 | -0.7 | -12.9 | -3.3 | -11.9 | 0.1 | -16.3 | 0.8 | -0.4
